# Screening results as filed in PubChem.
# miR122 inh = miR-122 inhibition in Huh7 cells | activation (reporter increase), % at 12.5 µM | actives 0.3% (n = 340,000) | Huh7 miR-122 Renilla luciferase sensor, 48 h; neutral wells = 0, positive control = 100;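 active means mean replicate activation score at least 90 and every replicate individually at or above 90; inconclusive means only one of the two criteria met; inactive means neither criterion met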;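 further: higher luciferase means less miR-122 activity so hits act as miR-122 inhibitors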
# DENV2 CPE = protects cells from dengue virus 2 cytopathic effect; actives 1.7% (n = 350,000); AID 651640; DENV2-infected cells, cytopathic effect rescue, plate reader; CPE inhibition, % at 9.99 µM; in the data active means CPE inhibition above about 20%, passing the limit was not always enough; inconclusive means no clear call, values can overlap the other calls; tested in BHK-21 cells;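 further: 0% = median of neutral control wells and 100% = median of positive control wells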
# PAX8 reporter = PAX8 transcriptional activity inhibition. RMG-I TPO-luciferase reporter, SteadyGlo, 24 h. inhibition, % at 12.6 µM. actives 1.2% (n = 360,000);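 active means mean replicate inhibition at least 60% with every replicate also reaching 60%; inconclusive means only one of the two criteria is met; inactive means mean below 60% and not all replicates reaching 60%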;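 further: luciferase light reporting Pax8 driven TPO promoter activity; plate controls were median of neutral control wells for no effect and mitoxantrone controls for full effect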
# INS-1E GSIS act = GLuc luminescence reporter in INS-1E cells, primary screen for activators of glucose-dependent secretion of insulin; actives 0.61% (n = 370,000); activation, % at 16.6 µM; AID 743287; INS-1E GLuc reporter insulin secretion, 2-3 h;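 active means lowest replicate activation of at least 40%, so every replicate reaches that level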;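 further: 0% = median of neutral control wells and 100% = median of IBMX positive control wells; some compounds called inactive have numbers as strong as hits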
# FN deposition inh = fibronectin deposition inhibition; AH1F fibroblasts, Alexa488-fibronectin deposition fluorescence, overnight; inhibition, % at 12.6 µM; actives 0.086% (n = 350,000); AID 743247;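 active means mean inhibition across replicates of 30% or more, regardless of how many single replicates reach that level; inconclusive means mean under 30% yet at least half of replicates reach 30%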;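 further: positive control wells lacked labelled fibronectin entirely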
#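 Test system: AH1F fibroblast monolayer depositing Alexa488-labelled fibronectin into matrix. Input: 10000 cells per well. Technique: fluorescence, ex 485 nm, em 525 nm. Buffer or medium: DMEM plus 2% serum, read in PBS. Timing: 1 h cell adhesion before compound, then overnight fibronectin incubation. Compound: single dose, pinned. Read-out basis: inhibition from reduced deposited-fibronectin fluorescence.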
# CFTR F508del cor = correctors of CFTR F508del function in bronchial epithelial cells; CFBE cells, YFP halide quenching; stimulated with forskolin plus potentiator P3; % fluorescence drop versus neutral controls; actives 0.36% (n = 350,000); activity (quench increase), % at 7.58 µM;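 active means mean added fluorescence quench of at least 8% versus neutral control, with both replicates also reaching 8%; inconclusive means only one of the mean or replicate conditions met; inactive means mean below 8% and not both replicates reaching 8%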;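 further: cells transiently co-express mutant CFTR-F508del with the halide-sensitive YFP; corrector assay measuring rescue of mutant channel to the surface after 24 h compound exposure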
# EWS-Fli block = inhibitors of EWS/Fli oncoprotein transcriptional activity | AID 651661 | A673 NR0B1-luciferase reporter, viability-normalised | actives 0.67% (n = 350,000) | inhibition, % at 12.6 µM;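 active means mean inhibition of at least 50% after viability correction, with every replicate also passing that limit; inconclusive means mean reaches 50% but only one of two replicates passes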;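 further: firefly luciferase signal divided by Alamar Blue viability fluorescence both relative to DMSO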
# Starred values were filed as active, the others as inactive; ? = inconclusive; . = no result given; [ ] = another dose, or the depositor's remark. An unsorted share of the library; 3.9% or so of the library scored in one or more.
SMILES,miR122 inh,DENV2 CPE,PAX8 reporter,INS-1E GSIS act,FN deposition inh,CFTR F508del cor,EWS-Fli block
CN(Cc1c(C(=O)N(C)Cc2ccccc2)nc2ccccn12)CC1Cc2ccccc2O1 (configuration not stated),.,-1,1,.,-8,-0.9,13
C=C(c1ccccc1O)n1ccnc1,-4,?,6,5,-3,0.7,-1
COc1ccc(NC(=O)N2C[C@@H](O)COC[C@H]3O[C@H](CC(=O)NCc4ccncn4)CC[C@@H]32)cc1,-3[16.7 µM],-6,0,2,-8,-0.1,-12
C[C@H](CO)N1C[C@H](C)[C@H](CN(C)C(=O)Nc2ccccc2)Oc2ccc(NC(=O)Nc3ccccc3)cc2CC1=O,1[16.7 µM],11,-10,-12,.,3.3,-6
O=C(Nc1ccccc1N1CCOCC1)c1ccc(N2CCCC2=O)cc1,.,-1,1,.,5,0.9,-1
c1nc(C2CCCCC2)cc2cc3c(cc12)OCO3,-7,19,-190,-5,3,4.8,-84
Cc1ccc(C)c(N2CCN(C3C(=O)Nc4ccccc4-n4nnnc43)CC2)c1 (configuration not stated),.,0,17,-23,-7,-0.8,49
CC(C)(C)c1ccc(C(=O)N2CCC3(CC2)NCCc2[nH]cnc23)cc1,-1,2,2,0,-6,0.3,.
CN1CCC(OC(=O)c2cc3cc(Br)ccc3oc2=O)CC1,30,0,-22,-6,6,-1.6,12
Fc1ccc(CO/N=C2\CCCc3nonc32)cc1,-6,?,-60,-2,5,-1.4,-42
O=C(CSc1nccc(-c2cccs2)n1)Nc1ccc(Cl)cc1,1,-1,28,12,-1,0.0,14
C(=N\N1CCN(Cc2cccc3ccccc23)CC1)/c1cccs1,-3,4,-4,.,-10,1.2,-9
COc1ccc(NC(=O)Nc2ccc3c(c2)C(=O)N([C@@H](C)CO)C[C@@H](C)[C@H](CN(C)Cc2ccc(C(F)(F)F)cc2)OCCCC[C@H](C)O3)cc1,-2[16.7 µM],-11,49,.,.,-0.2,8
CCCN(Cc1ccccc1)C(=S)Nc1ccc(SC(F)F)cc1,62,2,-9,-40,-3,-1.2,-1
C=CCn1c(SCc2csc(C)n2)nc2scc(-c3ccc(C)o3)c2c1=O,.,-3,.,36,.,-0.8,5
O=C(CSc1nnc(-c2ccncc2)n1C1CC1)c1cccs1,3,4,-21,-11,-3,2.4,-6
CCOc1ccc(CCNC(=O)CS(=O)(=O)Cc2nc(-c3cccc(OC)c3)oc2C)cc1,0,-1,23,9,6,-1.0,7
O=C(Cn1c(=O)cnc2ccccc21)N1CCN(S(=O)(=O)c2ccccc2Br)CC1,.,0,-11,-2,-5,-0.5,5
CCCC(=O)Nc1ccc2c(c1)OC[C@@H](C)N(CC1CCOCC1)C[C@H](C)[C@@H](OC)CN(C)C2=O,.,-13,-11,-4,-3,2.8,17
O=C(COC(=O)c1cc([N+](=O)[O-])ccc1N1CCOCC1)Nc1cccc(F)c1,-1,-5,5,-10,11,-2.3,.
Cn1c(SCC(=O)Nc2ccccc2C(F)(F)F)nc2c(c1=O)SCC2,.,5,14,11,-4,-1.5,.
COc1ccc(N=N/C(=C\O)C(=O)c2ccco2)cc1,.,-1,-33,-29,23,2.4,-16
CN(c1c(C#N)c(C(F)(F)F)nn1C)N(S(C)(=O)=O)S(C)(=O)=O,0,0,6,-3,9,-0.8,0
O=C(c1ccccc1)N(CCCn1ccnc1)C(c1ccccc1)c1nc2ccccc2[nH]1 (configuration not stated),5,-11,-13,-15,-1,-0.1,-38
C[C@H](CO)N1C[C@H](C)[C@@H](CN(C)C(=O)Cc2cccnc2)Oc2ncc(/C=C/c3ccccc3)cc2C1=O,4[16.7 µM],1,1,0,4,-0.1,-4
COCC(C)NC(C(=O)Nc1cccc(C(C)=O)c1)c1ccccc1 (configuration not stated),.,4,5,14,-8,0.5,-8
CCOCCn1c(CN2CCN(CC)CC2)nc2c1c(=O)n(C)c(=O)n2C,-2,1,6,.,-3,0.1,-9
Cc1nc(SCc2nc3ccccc3[nH]2)c2oc3cc([N+](=O)[O-])ccc3c2n1,7,12,22,27,-1,0.8,26
O=C(C1CCCC1)N1CC2(C1)[C@@H](c1ccccc1)[C@@H](CO)N2CC1CCCC1,.,-4,.,-31,9,-1.4,7
CC(C)C(=O)N1CCCC1(C)C(=O)Nc1ccc(-n2cncn2)cc1 (configuration not stated),-2,-6,21,17,0,1.6,-9
O=C(c1cccnc1)N1CC[C@@H]2[C@H](CO)Nc3ccc(C4=CCCCC4)cc3[C@@H]21,.,-5,.,-14,3,8.1*,.
CCCNC(=O)C[C@H]1CC[C@@H]2[C@@H](COc3ccc(NC(=O)c4cccc(OC)c4)cc3C(=O)N2C)O1,6[16.7 µM],?,8,-8,-14,-2.0,-7
COc1cccc(Cn2cccc(NC(=O)Nc3cccc(C#N)c3)c2=O)c1,.,-2,8,-21,14,-5.0,1
CC1CCCN(CCOCCOc2ccccc2-c2ccccc2)C1 (configuration not stated),1,1,7,.,12,.,3
Cc1nc(Cl)c(C(=O)NC(C)(C)C)c(C)c1Cl,12,.,3,-6,-2,.,.
CC(C)(C)c1ccc(NC(=O)C2=CN3CCS(=O)(=O)N=C3C=C2)cc1,-7,-2,1,23,.,-4.3,-4
Cc1cnc(CNC(=O)c2csc([C@H]3C[C@H](O)[C@@H](CO)O3)n2)cn1,-11,-3,1,11,.,1.5,3
O=C(CCCN1C(=O)c2cccnc2C1=O)Nc1ccccc1F,.,4,7,10,.,0.3,6
Cc1ccc(S(=O)(=O)N(C)CCN(C)S(=O)(=O)c2ccc(C)cc2)cc1,1,-4,4,1,8,-0.9,2
S=c1nc(-c2cc(Cl)cc(Cl)c2)[nH][nH]1,.,-1,-13,-9,-1,.,-5
CCOC(=O)C1CCN(Cc2nnnn2CCc2ccccc2)CC1,.,-6,4,-1,-31,4.2,6
CCCNC(=O)C1(C)CCCN(C(=O)c2ccc3ccccc3c2)C1 (configuration not stated),.,?,11,8,-1,1.9,-2
COc1ccc(C2CC(=O)c3cc(OC)ccc3O2)cc1 (configuration not stated),.,-1,.,.,-7,-4.0,-43
CC(C)(C)OC(=O)[C@H](Cc1ccccc1)NC(=O)c1nc[nH]c1C(=O)N1CCN(c2ccccc2)CC1,3,5,-8,-28,-1,0.2,16
COc1cc(OC)c(C2=NOC(C(=O)NCc3cccnc3)C2)cc1Cl (configuration not stated),7,-6,11,17,1,6.4,38
CO[C@H]1CN(C)C(=O)c2cc(NC(=O)C3CCCC3)ccc2OC[C@H](C)N(CC2CC2)C[C@H]1C,.,2,0,3,-14,2.4,0
COc1ccc(C(C[N+](=O)[O-])c2c(-c3ccccc3)cc3ccccn23)cc1 (configuration not stated),6,.,-8,.,1,.,.
Cc1nn(-c2ccccc2)c(N2CCCC2)c1/C=N/Nc1ccc(S(=O)(=O)Nc2ccccc2)cc1[N+](=O)[O-],.,.,15,18,0,.,.
CC(C)C(C)NC(=O)COc1ccc(S(=O)(=O)N2CCOCC2)cc1[N+](=O)[O-] (configuration not stated),.,.,3,9,8,.,.
CC(C)CCN(C(=S)Nc1cccc(F)c1)C1CCN(C(C)C)CC1,6,3,7,-13,-10,-3.2,2
CSc1ncccc1C(=O)OCC(=O)c1ccc(Cl)s1,3,13,-8,.,-7,2.4,-5
CCOC(=O)C1CCCN(C(=O)c2[nH]c3ccc(OC)cc3c2C)C1 (configuration not stated),-5,7,-8,2,9,-1.4,9
Cc1ccc(S(=O)(=O)N2CCCC2C(=O)NCc2ccncc2)cc1 (configuration not stated),.,8,-3,-3,.,1.0,.
CC(Sc1ccsc1[N+](=O)[O-])C(=O)NCc1ccco1 (configuration not stated),-12,0,-1,0,4,.,11
NC(=NCc1ccccc1)NN=Cc1ccnc2ccccc12,.,6,3,2,-23,0.1,-15
CC1CCCCN1c1ccc(N)cc1C(N)=O (configuration not stated),.,5,2,-7,-17,.,0
COc1cccc(CN2CCC(C)(Oc3cccc(Cl)c3)C2)c1OC (configuration not stated),-8,0,-11,-1,-8,-0.6,9
CCc1nnc(NC(=O)CSc2nnc(COc3ccccc3C)o2)s1,-9,.,10,.,0,.,.
CCc1nc2ccc(C(=O)NCCCN3CCCC3=O)cn2c1N(C)C(=O)C1CCCCC1,-2,0,-38,-3,-3,0.7,-6
COc1cccc(CN2CCN(C(=O)c3cccc(OC)c3)CC2)c1,-3,6,11,.,4,.,9
# New compounds follow.
SMILES,miR122 inh,DENV2 CPE,PAX8 reporter,INS-1E GSIS act,FN deposition inh,CFTR F508del cor,EWS-Fli block
Cc1c(C(=O)Nc2ccccc2F)cnn1-c1ccccc1,-9,3,-122,18,-2,-5.3,-67
COc1ccc(NC(=O)CCN2C(=O)c3ccc([N+](=O)[O-])cc3C2=O)c(OC)c1,-11,0,34,-8,2,2.5,-2
CC(C)NC(=O)CSc1c2c(nc3ccccc13)CCCC2,-11,9,3,-3,2,-0.3,-4
COCCn1c(SCC(=O)NC2CCCC2)nnc1-c1ccncc1,.,-3,-10,2,2,2.2,2
C[C@@H]1CN([C@@H](C)CO)C(=O)c2cc(NS(=O)(=O)c3ccc(F)cc3)ccc2O[C@@H](C)CCCCO[C@H]1CN(C)C(=O)Cc1ccccc1,-1[16.7 µM],-24,-33,-22,.,-0.7,0
COc1ccc(S(=O)(=O)Nc2ccccc2C(=O)N2CCCC2)cc1OC,.,-8,13,23,-4,1.2,3
CCOC(=O)c1c(NC(=O)CSc2nnnn2-c2ccccc2OCC)sc2c1CC(C)(C)NC2(C)C,.,12,.,-37,2,-3.7,17
CO[C@@H]1CN(C)C(=O)c2ccc(NS(=O)(=O)c3ccccc3C)cc2OC[C@@H](C)N(S(C)(=O)=O)C[C@H]1C,1[16.7 µM],7,.,-12,-2,-0.9,3
COc1ccc(/C=C/C(=O)NC2CCCCCC2)cc1S(=O)(=O)N1CCOCC1,.,5,19,1,2,-1.6,-36
C[C@H]1CCCCO[C@@H](CN(C)Cc2ccc3c(c2)OCO3)[C@@H](C)CN([C@@H](C)CO)C(=O)c2cc(NS(C)(=O)=O)ccc2O1,-4[16.7 µM],.,-4,0,.,-3.5,-3
N#Cc1c(C(F)(F)F)cc(-c2ccc(F)cc2)nc1SCC(=O)O,.,3,17,-9,-6,2.7,17
O=C(NC(=S)NCCC1=CCCCC1)c1ccco1,.,0,-73,-24,.,.,-62
Cc1nc(SCC(=O)OCc2ccccc2)c2c(=O)n(C)c(=O)n(C)c2n1,.,1,-14,13,13,-1.3,-1
CCCCNS(=O)(=O)c1ccc2nc(-c3cccnc3)cc(C(=O)NCC(OC)OC)c2c1,39,9,4,15,1,-1.4,2
CN(C)CC#Cc1ccc([C@H]2[C@H]3CN(C(=O)NC4CCCC4)CCCCN3[C@H]2CO)cc1,20[16.7 µM],9,-13,15,.,-0.4,-4

# In another format: 2 of the compounds above
> COc1ccc(NC(=O)CCN2C(=O)c3ccc([N+](=O)[O-])cc3C2=O)c(OC)c1
  miR122 inh: -11
  DENV2 CPE: 0
  PAX8 reporter: 34
  INS-1E GSIS act: -8
  FN deposition inh: 2
  CFTR F508del cor: 2.5
  EWS-Fli block: -2
> COc1ccc(/C=C/C(=O)NC2CCCCCC2)cc1S(=O)(=O)N1CCOCC1
  miR122 inh: .
  DENV2 CPE: 5
  PAX8 reporter: 19
  INS-1E GSIS act: 1
  FN deposition inh: 2
  CFTR F508del cor: -1.6
  EWS-Fli block: -36
